High-throughput results deposited in PubChem by National Center for Advancing Translational Sciences (NCATS).
Casp1 inh: allosteric or competitive inhibitors of human caspase-1. Caspase-1 enzyme, Ac-WEHD-AFC fluorogenic rate. Potency, µM (series often up to 57.5 µM), for inactives: at the top dose activity change, negative = inhibition, most hits filed as inhibitors. 75,000 tested, 0.03% active. AID 900;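 further: potency means the concentration at half of the fitted maximal effect; plate controls were vehicle for no effect and no substrate for full effect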
HEK293 cAMP ctrl: raises cAMP in parental HEK293 cells, TSHR agonist counter-screen | parental HEK293 CNG cAMP sensor, membrane potential fluorescence | Potency, µM (highest dose often 57.1 µM), for the others: at the top dose activation, usual class: activators | 73,000 tested, 2.5% active; further: potency means the concentration at half of the fitted maximal effect; % of control where 0% means no effect; nearly all actives have a fitted effect of over 55% in size
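Parental HEK 293 cells stably expressing a modified CNG channel (no TSHR) report cAMP rise as membrane depolarization. Membrane potential dye with 100 uM RO 20-1724 was loaded for 60 min at room temperature, then compound added for 30 min; fluorescence read at 590 nm.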
Caspase-7 inhib: caspase-7 (human) inhibition, allosteric or competitive | Potency, µM (highest dose often 57.5 µM), for inactives: top-dose activity change, negative = inhibition, most hits filed as inhibitors | recombinant caspase-7, Ac-DEVD-AFC fluorescence rate | 75,000 tested, 0.02% active; active means well fitted inhibition curve with a large enough effect in the main read-out, with a control signal flat, not every such curve was filed as active; inconclusive means small, poorly fitted or top-dose-only effect, or a change in a side signal; further: potency means the concentration at half of the fitted maximal effect; % of control where 0% means no effect
Target sequence (P55210 24-198 limits assumed): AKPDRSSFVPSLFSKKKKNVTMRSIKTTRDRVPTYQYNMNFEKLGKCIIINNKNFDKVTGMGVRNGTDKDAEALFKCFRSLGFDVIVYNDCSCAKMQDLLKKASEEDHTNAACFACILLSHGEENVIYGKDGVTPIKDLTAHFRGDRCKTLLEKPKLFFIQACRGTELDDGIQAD
Target sequence (P55210 207-303 limits assumed): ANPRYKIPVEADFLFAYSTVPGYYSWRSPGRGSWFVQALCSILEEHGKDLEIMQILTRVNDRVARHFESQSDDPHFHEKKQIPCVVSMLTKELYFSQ
A350 autofl: A350 region autofluorescence. max dye-equivalent concentration, M. 59,000 tested, 11% active. Compound autofluorescence, 340/450 nm, Alexa 350 dye-equivalents; active compounds read high; in the data active means max dye-equivalent concentration above about 10 nM; inconclusive means mostly about 1.1 nM to 9.6 nM
Texas Red fluor: compound fluoresces in the Texas Red spectral region. Compound fluorescence, Texas Red channel, 547/618 nm; active compounds read high. max dye-equivalent concentration, M. 59,000 tested, 0.06% active. AID 587; in the data active means max dye-equivalent concentration above about 10 nM; inconclusive means between about 1.1 nM and that limit
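Fluorescence at ex 547/em 618 nm, normalized against an on-plate Texas Red standard series to give dye-equivalent concentration per compound concentration. Buffer 100 mM Tris, pH 8.0; 15 min RT incubation before CCD imaging.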
BRCT PPI red: BRCT-phosphoprotein interaction inhibition (red fluorophore); BRCT-phosphopeptide binding, red fluorescence polarization; AID 892; Potency, µM (series often up to 76.9 µM), for the others: at the top dose activity change, negative = inhibition, hits mostly inhibitors; P38398; 75,000 tested, 0.03% active; further: on the % scale 0 is the no-effect control and ±100 the full control effect
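Fluorescence polarization: 100 nM His-tagged BRCA1 BRCT with 100 nM TAMRA-labelled phospho-BACH1 decapeptide, phosphate buffer pH 7.3 with 150 mM NaCl, DTT, 0.01% Tween 20; 12 min RT. Binding inhibition seen as FP decrease.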
Fluorescein autfl: fluorescein region autofluorescence; Compound autofluorescence, 480/540 nm, fluorescein-equivalent; active compounds read high; max fluorescein-equivalent concentration, M; 59,000 tested, 0.91% active; AID 593; in the data active means max fluorescein-equivalent concentration above about 10 nM; inconclusive means between about 1.1 nM and that limit
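Spectral profiling of library compounds in the fluorescein window (480 nm excitation, 540 nm emission) after 15 min at room temperature in pH 8.0 Tris (100 mM). Values are dye-equivalent concentrations.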
4-MU autofl: compounds fluorescent in 4-MU spectral region. compound autofluorescence, 340/450 nm, 4-MU equivalents; active compounds read high. max dye-equivalent concentration, M. 59,000 tested, 11% active. AID 589; in the data active means max dye-equivalent concentration above about 10 nM; inconclusive means mostly about 1.1 nM to 9.6 nM
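Intrinsic fluorescence at 340/450 nm (ex/em) was read after 15 min at room temperature in pH 8.0, 100 mM Tris. Each compound concentration expressed as 4-MU-equivalent concentration from a six-point 4-MU standard series on each plate.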
BRCT PPI green: BRCA1 BRCT-phosphoprotein interaction inhibition | P38398 | BRCA1 BRCT-phosphopeptide binding, green fluorescence polarization | Potency, µM (doses to about 76.9 µM), for the others: at the top dose activity change, negative = inhibition, most hits filed as inhibitors | 75,000 tested, 0.05% active | AID 875;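 further: potency means the concentration at half of the fitted maximal effect; plate controls were peptide without protein for full effect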
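Compounds were incubated for 12 min at room temperature with a complex of 100 nM fluorescein-tagged pBACH1 decapeptide and 250 nM His-tagged BRCT protein. Buffer was phosphate pH 7.3 with EDTA, DTT and Tween 20. Disruption of binding lowers the polarization signal.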
USP2a inh: blocks human ubiquitin-specific protease USP2a | Potency, µM (highest dose often 38.3 µM), without a hit: at the top dose activity change, negative = inhibition, most hits filed as inhibitors | 60,000 tested, 0.1% active | USP2a enzymatic assay, qHTS inhibition | O75604;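 further: potency means the concentration at half of the fitted maximal effect; nearly all actives have a fitted effect of over 60% in size; plate controls were DMSO for no effect and NEM full inhibition control for full effect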
Target sequence (O75604 whole entry, looked up): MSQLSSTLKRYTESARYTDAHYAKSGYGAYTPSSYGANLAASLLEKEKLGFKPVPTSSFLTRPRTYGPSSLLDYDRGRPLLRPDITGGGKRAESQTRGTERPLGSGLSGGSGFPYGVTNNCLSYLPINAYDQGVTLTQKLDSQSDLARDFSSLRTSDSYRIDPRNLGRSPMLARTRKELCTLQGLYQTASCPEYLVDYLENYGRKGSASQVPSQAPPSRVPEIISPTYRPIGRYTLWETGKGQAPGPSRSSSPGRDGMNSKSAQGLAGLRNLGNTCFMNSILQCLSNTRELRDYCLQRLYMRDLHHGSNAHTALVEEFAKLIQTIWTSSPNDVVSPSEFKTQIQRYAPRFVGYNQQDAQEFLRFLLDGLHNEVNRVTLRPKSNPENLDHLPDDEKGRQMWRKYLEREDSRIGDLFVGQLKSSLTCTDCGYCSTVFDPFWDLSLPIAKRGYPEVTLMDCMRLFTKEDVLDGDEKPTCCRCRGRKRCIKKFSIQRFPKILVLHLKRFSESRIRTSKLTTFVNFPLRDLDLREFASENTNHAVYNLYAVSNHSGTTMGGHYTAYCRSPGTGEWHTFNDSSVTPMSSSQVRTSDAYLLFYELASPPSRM
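USP2 core (20 nM final) was preincubated with compound for 30 min at RT in 20 mM Tris-HCl pH 8.0, 2 mM CaCl2, 2 mM beta-mercaptoethanol; Ub-PLA2 (20 nM) plus NBD C6-HPC (20 uM) then added, fluorescence read after 2.5 h.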
Rhodamine autofl: compound autofluorescence in rhodamine spectral region; Rhodamine-region fluorescence, 547/598 nm, Tris buffer; active compounds read high; max dye-equivalent concentration, M; 59,000 tested, 0.05% active; in the data active means max dye-equivalent concentration above about 11 nM; inconclusive means between about 1.1 nM and that limit
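Read-out is relative fluorescence at 547 nm excitation and 598 nm emission, expressed as dye-equivalent concentration using rhodamine standards on every plate. Each compound was profiled across a concentration series after 15 min in 100 mM Tris, pH 8.0.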
Starred values were filed as active, the others as inactive; [ ] = dose if it differs, or a comment. Unless noted, the call rests on the fitted dose curve; in most records, active means well fitted curve in the direction sought with a large enough effect; inconclusive means small, poorly fitted or top-dose-only effect, or another doubt; inactive means no such curve, though single readings can be large; an effect the other way counts as inactive or inconclusive.

Screening O=C1C(c2ccc(F)cc2)N(C2CCCCC2)C(=O)CN1C1CCCC1 (stereo unspecified) returned Casp1 inh 0%, HEK293 cAMP ctrl 22%, Caspase-7 inhib 1%, A350 autofl inactive, Texas Red fluor inactive, BRCT PPI red -1.5%, Fluorescein autfl inconclusive, 4-MU autofl inactive, BRCT PPI green 0.1%, USP2a inh 10% and Rhodamine autofl inactive.
CC(C)CN(C(=O)COC(=O)Cc1n[nH]c(=O)c2ccccc12)C1CCS(=O)(=O)C1 (stereo unspecified) was read as Casp1 inh 1%, HEK293 cAMP ctrl 4%, Caspase-7 inhib 0%, A350 autofl inactive, Texas Red fluor inactive, BRCT PPI red 0.2%, Fluorescein autfl inconclusive, 4-MU autofl inactive, BRCT PPI green -0.7%, USP2a inh 12% and Rhodamine autofl inactive.
For CCN1CCN(c2oc(-c3ccc(OC)cc3)nc2C#N)CC1 the results were Casp1 inh 0%, HEK293 cAMP ctrl 8%, Caspase-7 inhib 0%, A350 autofl inconclusive, Texas Red fluor inconclusive, BRCT PPI red 1.2%, Fluorescein autfl inactive, 4-MU autofl inconclusive, BRCT PPI green 2.8%, USP2a inh 8% and Rhodamine autofl inactive.
Screening O=C(c1ccc(-c2cccc(C(F)(F)F)c2)o1)N1CCOCC1 returned Casp1 inh -1%, HEK293 cAMP ctrl 3%, Caspase-7 inhib 1%, A350 autofl inactive, Texas Red fluor inactive, BRCT PPI red -1.4%, Fluorescein autfl inactive, 4-MU autofl inactive, BRCT PPI green 2.0%, USP2a inh 2% and Rhodamine autofl inactive.
CCSc1nc2c(c(=O)n1CC)SC(C)C2 (stereo unspecified) was read as Casp1 inh 2%, HEK293 cAMP ctrl 14%, Caspase-7 inhib -1%, A350 autofl inactive, Texas Red fluor inactive, BRCT PPI red -1.2%, Fluorescein autfl inconclusive, 4-MU autofl inactive, BRCT PPI green -2.4%, USP2a inh 0% and Rhodamine autofl inactive.
NC(=O)c1ccc(C2SCC(=O)N2Cc2ccccc2)cc1 (stereo unspecified) was read as Casp1 inh 0%, HEK293 cAMP ctrl 17%, Caspase-7 inhib 0%, A350 autofl inactive, Texas Red fluor inactive, BRCT PPI red -1.5%, Fluorescein autfl inconclusive, 4-MU autofl inactive, BRCT PPI green -0.4%, USP2a inh -9% and Rhodamine autofl inactive.
COc1ccc(-c2noc(C3CCCN(C(=O)c4cccs4)C3)n2)cc1 (stereo unspecified) was read as Casp1 inh 0%, HEK293 cAMP ctrl 30%, Caspase-7 inhib 1%, A350 autofl inactive, Texas Red fluor inactive, BRCT PPI red -2.0%, Fluorescein autfl inconclusive, 4-MU autofl inactive, BRCT PPI green -0.1%, USP2a inh -5% and Rhodamine autofl inactive.
COC(=O)COc1ccc2c(=O)c(Oc3ccccc3)c(C)oc2c1 was read as Casp1 inh 0%, HEK293 cAMP ctrl inconclusive, Caspase-7 inhib -1%, BRCT PPI red -2.6%, BRCT PPI green 0.5% and USP2a inh 3%.
`O=C(Cc1cscn1)c1ccc(O)cc1O` gave A350 autofl inactive, Texas Red fluor inactive, Fluorescein autfl inactive, 4-MU autofl inactive and Rhodamine autofl inactive.
For CC1(C(=O)O)CCC(C(=O)N2CCOCC2)C1(C)C (stereo unspecified) the results were Casp1 inh 1%, HEK293 cAMP ctrl 1%, Caspase-7 inhib 5%, A350 autofl inactive, Texas Red fluor inactive, BRCT PPI red 0.1%, Fluorescein autfl inconclusive, 4-MU autofl inactive, BRCT PPI green -0.6%, USP2a inh -6% and Rhodamine autofl inactive.
CCOC(=O)C1CCN(C(c2cccc(F)c2)c2sc3nc(C)nn3c2O)CC1 (stereo unspecified) was read as Casp1 inh -4%, HEK293 cAMP ctrl -3%, Caspase-7 inhib -2%, BRCT PPI red 1.0% and BRCT PPI green -1.0%.
For Cc1ccc(C2C3=C(CC(C)(C)CC3=O)NC3=C2C(=O)CC(C)(C)C3)o1 the results were Casp1 inh -11%, HEK293 cAMP ctrl 3%, Caspase-7 inhib -13%, A350 autofl 2.3e-08M*, Texas Red fluor inconclusive, BRCT PPI red -0.6%, Fluorescein autfl inactive, 4-MU autofl 1.8e-08M*, BRCT PPI green -1.4%, USP2a inh 13% and Rhodamine autofl inactive.
O=C(COC(=O)c1ccccn1)Nc1nccs1 was read as Casp1 inh 2%, HEK293 cAMP ctrl 1%, Caspase-7 inhib 1%, A350 autofl inactive, Texas Red fluor inactive, BRCT PPI red -0.4%, Fluorescein autfl inactive, 4-MU autofl inactive, BRCT PPI green -0.6%, USP2a inh 3% and Rhodamine autofl inactive.
For CCOC(=O)c1[nH]c(C)c(C(=O)Nc2cc(OC)ccc2OC)c1C the results were Casp1 inh 0%, HEK293 cAMP ctrl 14%, Caspase-7 inhib 1%, A350 autofl inactive, Texas Red fluor inactive, BRCT PPI red -0.6%, Fluorescein autfl inactive, 4-MU autofl inactive, BRCT PPI green -2.3%, USP2a inh 15% and Rhodamine autofl inactive.
COc1cccc(C2C(C(=O)c3sc(C)nc3C)=C(O)C(=O)N2CCN2CCOCC2)c1OC (stereo unspecified) was read as A350 autofl inactive, Texas Red fluor inactive, Fluorescein autfl inactive, 4-MU autofl inactive and Rhodamine autofl inactive.
Screening CC(C)(C)c1cc(CN2CCN(CCO)CC2)cc(C(C)(C)C)c1O returned Casp1 inh 2%, HEK293 cAMP ctrl inconclusive, Caspase-7 inhib 2%, A350 autofl inactive, Texas Red fluor inconclusive, BRCT PPI red -1.0%, Fluorescein autfl inactive, 4-MU autofl inactive, BRCT PPI green -1.6%, USP2a inh -4% and Rhodamine autofl inactive.
Screening COc1ccc2ccccc2c1C1CC(=O)N2CN(Cc3ccco3)CSC2=C1C#N (stereo unspecified) returned Casp1 inh -5%, HEK293 cAMP ctrl inconclusive, Caspase-7 inhib -13%, BRCT PPI red 0.2% and BRCT PPI green -1.4%.
Screening CCOC(=O)c1nnn(CC(=O)Nc2cc(F)ccc2F)c1C(=O)OCC returned Casp1 inh 1%, HEK293 cAMP ctrl inconclusive, Caspase-7 inhib 1%, A350 autofl inactive, Texas Red fluor inactive, BRCT PPI red -0.6%, Fluorescein autfl inactive, 4-MU autofl inactive, BRCT PPI green 0.1%, USP2a inh 12% and Rhodamine autofl inactive.
Screening NC(=O)CSc1nc(O)cc(=O)n1-c1ccccc1 returned Casp1 inh 0%, HEK293 cAMP ctrl -1%, Caspase-7 inhib -4%, A350 autofl inactive, Texas Red fluor inactive, BRCT PPI red -0.7%, Fluorescein autfl inactive, 4-MU autofl inactive, BRCT PPI green 0.1%, USP2a inh -7% and Rhodamine autofl inactive.
COc1ccc2[nH]cc(CCNc3ncncc3-c3ccc4c(c3)OCO4)c2c1 was read as Casp1 inh inconclusive, HEK293 cAMP ctrl inconclusive, Caspase-7 inhib inconclusive, A350 autofl inactive, Texas Red fluor inactive, BRCT PPI red -1.3%, Fluorescein autfl inconclusive, 4-MU autofl inactive, BRCT PPI green -1.2%, USP2a inh 71%[activator] and Rhodamine autofl inactive.
Screening COC(=O)Nc1c(C(=O)OC)cc(OC)c(OC)c1OC returned Casp1 inh 1%, HEK293 cAMP ctrl -1%, Caspase-7 inhib 1%, BRCT PPI red 1.0%, BRCT PPI green -2.3% and USP2a inh inconclusive.
`CSc1nc(N)nc(SC2C=CCCC2)c1C#N` (stereo unspecified) gave Casp1 inh -1%, HEK293 cAMP ctrl inconclusive, Caspase-7 inhib -9%, A350 autofl inactive, Texas Red fluor inactive, BRCT PPI red 0.4%, Fluorescein autfl inactive, 4-MU autofl inactive, BRCT PPI green -2.0%, USP2a inh 5% and Rhodamine autofl inactive.
O=C(C1CCN(S(=O)(=O)c2cccc3cccnc23)CC1)N1CCN(c2ccc(Cl)cc2)CC1 was read as Casp1 inh -3%, HEK293 cAMP ctrl inconclusive, Caspase-7 inhib -7%, BRCT PPI red -0.6% and BRCT PPI green 0.5%.
`COc1ncc2ncc(=O)n(C)c2n1` gave Casp1 inh -4%, HEK293 cAMP ctrl 14%, Caspase-7 inhib -2%, A350 autofl inconclusive, Texas Red fluor inactive, BRCT PPI red -0.9%, Fluorescein autfl inactive, 4-MU autofl inactive, BRCT PPI green -2.3%, USP2a inh 8% and Rhodamine autofl inactive.

Molecules from the list above with two or more sulfur atoms (two):
CCSc1nc2c(c(=O)n1CC)SC(C)C2 (stereo unspecified) was read as Casp1 inh 2%, HEK293 cAMP ctrl 14%, Caspase-7 inhib -1%, A350 autofl inactive, Texas Red fluor inactive, BRCT PPI red -1.2%, Fluorescein autfl inconclusive, 4-MU autofl inactive, BRCT PPI green -2.4%, USP2a inh 0% and Rhodamine autofl inactive.
`CSc1nc(N)nc(SC2C=CCCC2)c1C#N` (stereo unspecified) gave Casp1 inh -1%, HEK293 cAMP ctrl inconclusive, Caspase-7 inhib -9%, A350 autofl inactive, Texas Red fluor inactive, BRCT PPI red 0.4%, Fluorescein autfl inactive, 4-MU autofl inactive, BRCT PPI green -2.0%, USP2a inh 5% and Rhodamine autofl inactive.

These rows are one share of the data; the hit share may differ from the screen's.
